From PubChem BioAssay
CendR NRP1 mod = alters CendR peptide binding to human NRP-1. O14786. FAM-RPARPAR peptide binding to NRP-1, fluorescence polarization. inhibition, % at 25 µM. hit rate 0.85% among 360,000;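 active = inhibition or corrected inhibition above about 18%, plus a signal ratio from 0.5 to 1.5, limit read from the data, passing the limit was not always enough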; note: strong numbers were not always called active
TbMetRS inhib = Trypanosoma brucei MetRS inhibition; purified T. brucei MetRS, ATP depletion, Kinase-Glo luminescence; inhibition, % at 11.9 µM; hit rate 0.4% among 360,000; AID 624268;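 active = inhibition above a per-plate cutoff of the control wells' mean inhibition plus 3 SD, cut at about 5.5% in these data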;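 note: 0% = DMSO wells median and 100% = median of wells with control inhibitor compound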
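Dosing: 11.9 µM single point; system: parasite MetRS enzyme; technique: luminescence of leftover ATP; times: 15 min enzyme-compound preincubation, 2 h reaction, 10 min detection, 25 °C; replicates: each compound tested once; read-out basis: percent inhibition relative to median high and low control wells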
LMPTP inh = LMPTP (human) inhibition. P24666. recombinant LMPTP-A, OMFP fluorogenic substrate, fluorescence intensity. inhibition, % at 20 µM. hit rate 0.22% among 360,000. AID 651560;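 active = compounds that cut the enzyme signal by at least half of the control window in the single-dose screen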;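 note: plate controls were DMSO wells with enzyme plus substrate for no effect and substrate without enzyme for full effect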
Target sequence (P24666 whole entry, looked up): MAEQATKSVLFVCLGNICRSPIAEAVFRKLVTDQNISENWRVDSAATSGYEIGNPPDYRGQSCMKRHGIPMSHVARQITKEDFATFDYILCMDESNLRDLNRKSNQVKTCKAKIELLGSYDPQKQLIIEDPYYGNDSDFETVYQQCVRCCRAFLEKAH
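Assay system: LMPTP-A phosphatase enzyme | Input: 0.625 nM enzyme | Also added: Fluorogenic phosphatase substrate OMFP at 400 µM final | Compound dosing: One test concentration per compound, 20 µM, with 3% DMSO overall | Schedule: 50 min enzyme reaction at room temperature, protected from light | Signal: Fluorescence intensity | Benchmarks: no-enzyme and uninhibited controls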
NadD inh = inhibitors of Staphylococcus aureus NadD; purified NadD enzyme, colorimetric absorbance read-out; inhibition, % at 20 µM; hit rate 0.78% among 360,000; AID 602399; in the data active = inhibition above about 26%; note: some compounds past the cut are filed as inactive
SKN-1 block = blocks SKN-1 activity in C. elegans | C. elegans VP596 Pgst-4::GFP/RFP ratio, acrylamide-induced, 24 h | inhibition, % at 21.8 µM | hit rate 0.49% among 360,000;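 active = interference check ratio from 0.5 to 1.5 plus GFP to RFP signal ratio inhibition reaching or exceeding a fixed threshold, cut at about 30% in these data, passing the limit was not always enough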; note: some compounds called inactive have numbers as strong as hits
SUMO1-SIM PPI = SUMO1-SIM interaction modulation. P63165. SUMO1 binding to a labelled peptide, TR-FRET, 1 h. inhibition, % at 20 µM. hit rate 0.33% among 360,000; in the data active = inhibition above about 37%
Target sequence (P63165 whole entry, looked up): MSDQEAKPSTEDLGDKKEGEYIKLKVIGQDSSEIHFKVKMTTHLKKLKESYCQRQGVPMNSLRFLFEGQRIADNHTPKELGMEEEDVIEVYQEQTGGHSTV
STEP block = blocks human striatal-enriched tyrosine phosphatase | AID 588621 | hit rate 0.25% among 360,000 | recombinant STEP, OMFP fluorogenic substrate, fluorescence | inhibition, % at 20 µM | P54829;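 active = inhibition at 20 µM, scaled per plate between control wells, above about 37%, limit read from the data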;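 note: 0% = DMSO with enzyme and substrate and 100% = substrate only without enzyme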
Target sequence (P54829 whole entry, looked up): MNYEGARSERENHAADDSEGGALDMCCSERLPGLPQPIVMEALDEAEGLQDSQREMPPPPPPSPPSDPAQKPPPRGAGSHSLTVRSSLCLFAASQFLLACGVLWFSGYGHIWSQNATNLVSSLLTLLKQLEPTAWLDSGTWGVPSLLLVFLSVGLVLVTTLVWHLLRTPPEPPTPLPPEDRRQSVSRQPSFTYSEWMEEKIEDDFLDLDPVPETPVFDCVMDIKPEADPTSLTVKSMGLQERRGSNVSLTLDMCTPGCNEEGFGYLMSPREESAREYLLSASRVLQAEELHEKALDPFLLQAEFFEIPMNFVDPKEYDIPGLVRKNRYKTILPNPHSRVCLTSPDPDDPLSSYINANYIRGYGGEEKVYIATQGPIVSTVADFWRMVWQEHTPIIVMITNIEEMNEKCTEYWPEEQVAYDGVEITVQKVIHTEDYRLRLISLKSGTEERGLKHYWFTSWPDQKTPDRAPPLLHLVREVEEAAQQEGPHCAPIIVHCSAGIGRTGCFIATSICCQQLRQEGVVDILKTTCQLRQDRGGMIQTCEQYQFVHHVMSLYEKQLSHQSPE
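System: STEP phosphatase, cell-free reaction; Buffer or medium: Bis-Tris pH 6.0 buffer with DTT, detergent; Incubation: 20 min at room temperature, dark; Measured by: fluorescence, 480/540 nm.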
Scp-1 inhibitor = Scp-1 (human) phosphatase inhibition | AID 493091 | hit rate 0.88% among 340,000 | Recombinant Scp1, phosphopeptide, malachite green phosphate absorbance | inhibition, % at 20 µM;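 active = inhibition above about 50% at 20 µM, limit read from the data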;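 note: plate controls were DMSO wells with enzyme for no effect and wells lacking enzyme for full effect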
Target sequence (Q9GZU7 76-261 limits assumed): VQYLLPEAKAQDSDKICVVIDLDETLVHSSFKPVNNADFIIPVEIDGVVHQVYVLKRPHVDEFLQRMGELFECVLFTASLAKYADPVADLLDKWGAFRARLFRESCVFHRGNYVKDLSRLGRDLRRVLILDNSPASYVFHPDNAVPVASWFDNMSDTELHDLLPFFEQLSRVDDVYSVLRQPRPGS
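Test system: SCP-1 phosphatase catalytic domain, residues 76-261 | Compound dosing: One concentration, 20 µM, with 1.0% DMSO | Schedule: 45 min room-temperature reaction, 5 min colour, 30 min stabiliser | Detection: Absorbance at 630 nm | Read-out basis: % inhibition of SCP-1 phosphate liberation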
Neddyl block = inhibitors of human cullin neddylation. calls only at 25 µM. hit rate 0.58% among 360,000. TR-FRET cullin neddylation, biochemical. P61081+Q13564; in the data active = inhibition above about 36%
DNMT1 inh = blocks human DNA methyltransferase DNMT1; DNMT1 molecular beacon, Hinp1I cleavage, fluorescence; inhibition (reported as % activation of signal), % at 10 µM; hit rate 0.83% among 360,000; AID 588458; in the data active = inhibition above about 50%
Starred values were filed as active, the others as inactive; i = inactive; / = no result given. The order is random; any-hit rate near 4.6%.

1. CCC(C)c1ccc(S(=O)(=O)N2CCN(S(=O)(=O)c3ccc(NC(C)=O)cc3)CC2)cc1 (centres undefined)
2. O=C(Cc1ccccc1[N+](=O)[O-])N1CCN(c2ccc(F)cc2)CC1
3. O=C(c1ccc(COc2ccccc2Cl)o1)N1CCCC1
4. CCCC#Cc1cnc2c(c1)C(=O)N([C@H](C)CO)C[C@@H](C)[C@H](CN(C)S(=O)(=O)c1cccc(OC)c1)O2
5. CC(C)Nc1oc(Cc2cccc3ccccc23)nc1C#N
6. COc1ccc(CCNC(=O)CSc2nnc(NC(C)=O)s2)cc1OC
7. CN(C)C1=NC[C@H](Cc2ccccc2)N1CC1CCCCC1
8. COC(=O)c1cc(S(=O)(=O)N2CCC(c3ccccc3)C2)c[nH]1 (centres undefined)

Assay by compound | 1 | 2 | 3 | 4 | 5 | 6 | 7 | 8
CendR NRP1 mod | 3 | 6 | -5 | -10 | -23 | 0 | 0 | 9
TbMetRS inhib | -0.8 | -0.2 | -0.2 | -0.6 | -0.4 | 0.7 | -0.4 | -0.1
LMPTP inh | -5.6 | -0.9 | 0.2 | 0.8 | 1.7 | -1.0 | 0.4 | -0.8
NadD inh | 2 | 6 | -3 | 9 | -1 | 3 | -1 | -4
SKN-1 block | -4 | 9 | 14 | 21 | 12 | 0 | -1 | -16
SUMO1-SIM PPI | -1 | -17 | -1 | 0 | -3 | 1 | 1 | -2
STEP block | -8 | 1 | 1 | 2 | -2 | 1 | -2 | -1
Scp-1 inhibitor | -3 | -4 | -9 | / | -8 | 1 | 7 | -7
Neddyl block | i | i | i | i | i | i | i | i
DNMT1 inh | 14 | 1 | 3 | 2 | -4 | 4 | 2 | 2

9. CCC(OC(=O)CCc1nc2ccccc2[nH]c1=O)C(=O)c1ccccc1 (centres undefined)
10. Cc1c(NS(=O)(=O)c2cc(C(=O)OCC(=O)c3ccccc3F)ccc2Cl)c(=O)n(-c2ccccc2)n1C
11. C/C=C\C=C/C(=O)Nc1cccc(C2=NOC3(C2)C[C@H](C(N)=O)N(C(=O)CC)C3)c1 (some centres undefined)
12. CC1(NC(=O)/C=C/c2nc3ccccc3s2)CCS(=O)(=O)C1 (centres undefined)
13. O=C(NCCc1ccccc1)c1nnc(CS(=O)(=O)c2ccccc2)o1
14. Cc1cc(C(=O)N/N=C/c2ccco2)n[nH]1
15. Cc1cc(C)c2oc(-c3ccc(C)c(NC(=S)NC(=O)c4cccs4)c3)nc2c1
16. CC(C)Cn1c(SCC(=O)N2CCN(C(=O)c3ccco3)CC2)nc2ccccc2c1=O

Assay by compound | 9 | 10 | 11 | 12 | 13 | 14 | 15 | 16
CendR NRP1 mod | -12 | 2 | 5 | -22 | -18 | -2 | -11 | 6
TbMetRS inhib | -0.7 | -0.3 | -0.4 | -0.4 | -1.1 | -0.6 | -0.1 | -0.4
LMPTP inh | 0.0 | -1.6 | -0.7 | 6.6 | -0.7 | -0.3 | 1.7 | 0.0
NadD inh | -4 | 7 | -8 | 10 | -10 | -3 | 28 | 4
SKN-1 block | -9 | 12 | -4 | 3 | 2 | -5 | -15 | 3
SUMO1-SIM PPI | -3 | -3 | 0 | -12 | -5 | -6 | 0 | 2
STEP block | 1 | 0 | 1 | 1 | 0 | -1 | 2 | -2
Scp-1 inhibitor | -11 | / | -3 | -6 | -9 | -1 | -2 | -10
Neddyl block | i | i | i | i | i | i | i | i
DNMT1 inh | -1 | 63* | -23 | 35 | 2 | 1 | 51* | -5

Full records as entered above.
Record of O=C(c1ccc(COc2ccccc2Cl)o1)N1CCCC1 = CendR NRP1 mod = -5; TbMetRS inhib = -0.2; LMPTP inh = 0.2; NadD inh = -3; SKN-1 block = 14; SUMO1-SIM PPI = -1; STEP block = 1; Scp-1 inhibitor = -9; Neddyl block = i; DNMT1 inh = 3
Record of CCC(C)c1ccc(S(=O)(=O)N2CCN(S(=O)(=O)c3ccc(NC(C)=O)cc3)CC2)cc1 (centres undefined) = CendR NRP1 mod = 3; TbMetRS inhib = -0.8; LMPTP inh = -5.6; NadD inh = 2; SKN-1 block = -4; SUMO1-SIM PPI = -1; STEP block = -8; Scp-1 inhibitor = -3; Neddyl block = i; DNMT1 inh = 14
Record of CN(C)C1=NC[C@H](Cc2ccccc2)N1CC1CCCCC1 = CendR NRP1 mod = 0; TbMetRS inhib = -0.4; LMPTP inh = 0.4; NadD inh = -1; SKN-1 block = -1; SUMO1-SIM PPI = 1; STEP block = -2; Scp-1 inhibitor = 7; Neddyl block = i; DNMT1 inh = 2

(listing goes on)
17. COC(=O)C(C)Sc1nc2c(c(=O)n(C)c(=O)n2C)n1CCC(C)C (centres undefined)
18. C=C1c2ccccc2NC(=O)N1c1ccc(OC)cc1
19. CCOc1ccc(N(C)S(=O)(=O)c2cnc[nH]2)cc1
20. COc1ccc(-c2nnc(N(C)C(=O)c3cccnc3)s2)cc1
21. COc1ccc(C(C(=O)NC(C)(C)C)N(C(=O)CCC(=O)Nc2cc(C)on2)c2cccc(C)c2C)cc1 (centres undefined)
22. C=CCNC(=S)Nc1ccc(N(C)C)cc1
23. Cn1c2ccccc2c2ncn(CCC3=CCCCC3)c(=O)c21
24. C[C@H](CO)N1C[C@H](C)[C@H](CN(C)C(=O)c2ccccc2)Oc2cc(Br)ccc2S1(=O)=O

Assay by compound | 17 | 18 | 19 | 20 | 21 | 22 | 23 | 24
CendR NRP1 mod | 0 | 0 | 3 | 9 | -2 | -1 | -6 | -4
TbMetRS inhib | -0.2 | -0.3 | -0.5 | -0.3 | 0.2 | 0.3 | 0.2 | -0.7
LMPTP inh | -1.1 | -1.2 | -1.5 | -0.7 | -0.9 | -0.8 | 2.5 | -0.7
NadD inh | -4 | -3 | -2 | 9 | 8 | 0 | 0 | 2
SKN-1 block | 12 | -5 | -14 | -18 | 8 | -8 | 1 | 7
SUMO1-SIM PPI | -2 | -3 | -2 | -1 | 3 | -6 | -2 | 2
STEP block | 4 | 1 | -2 | 4 | 0 | -2 | 4 | 2
Scp-1 inhibitor | -10 | -8 | 3 | -2 | -4 | -8 | -5 | /
Neddyl block | i | i | i | i | i | i | i | i
DNMT1 inh | 3 | 1 | 0 | 4 | -5 | -1 | -7 | 1

25. O=C(Nc1ccc(Br)cc1)c1cc([N+](=O)[O-])cc([N+](=O)[O-])c1
26. CCOc1ccc(NC(=O)CSc2nnc(C3CC3)n2N)cc1
27. COc1ccc(C2CC(=O)c3c(ccc4ccccc34)N2)cc1OC (centres undefined)
28. N/C(=N\OC(=O)CCCc1ccccc1)c1ccccc1Cl
29. Nn1c(-c2cccc(Br)c2)n[nH]c1=S
30. CCn1c(=O)cc(SCC(=O)NCCCN2CCC(C)CC2)c2ccccc21
31. CCN(C(=O)COc1ccccc1)c1nnc(-c2cccnc2)s1
32. CC(C)CN(CCCNC(=O)CN1N=C(c2ccc(Cl)cc2)CCC1=O)CC(C)C

Assay by compound | 25 | 26 | 27 | 28 | 29 | 30 | 31 | 32
CendR NRP1 mod | -5 | -5 | 0 | 13 | 10 | 12 | 0 | -3
TbMetRS inhib | -0.3 | -0.9 | -0.7 | 0.2 | -0.2 | -0.7 | 0.3 | -1.5
LMPTP inh | 1.2 | 1.5 | -0.3 | 3.0 | -1.7 | -0.7 | -0.7 | -0.1
NadD inh | -3 | 6 | 2 | -7 | 5 | -6 | 4 | -4
SKN-1 block | -2 | 6 | 28 | 15 | -5 | 3 | 3 | 15
SUMO1-SIM PPI | -32 | 0 | -7 | 8 | 0 | -3 | 3 | -3
STEP block | 0 | 0 | 0 | 0 | 0 | -4 | -3 | -1
Scp-1 inhibitor | -9 | -7 | -7 | -10 | 4 | -13 | 9 | -3
Neddyl block | i | i | i | i | i | i | i | i
DNMT1 inh | -8 | 3 | 2 | 3 | 0 | -2 | -3 | 3

33. CC(C)CC(OC(=O)c1cccs1)C(=O)NCc1ccco1 (centres undefined)
34. COc1ccc(CNC(=O)COC(=O)CN2C(=O)C3CCCCC3C2=O)cc1 (centres undefined)
35. NNC(=O)C=C1CCN(c2ncc(C(F)(F)F)cc2Cl)CC1
36. CC(=O)N1CCCC(N2CCN(c3cccc(C(F)(F)F)c3)CC2)C1 (centres undefined)
37. N#CC(C#N)=Cc1c[nH]c(=O)c(C#N)c1Nc1ccccc1
38. CCOC(=O)c1nnn(-c2nc(OC)nc(N(C)C)n2)c1-c1ccccc1
39. CCCCOC(=O)c1ccc(NC(=S)NC(=O)c2c(Cl)cnn2CC)cc1
40. Cc1cc(C)cc(OCC(=O)Nc2ccc(F)cc2)c1

Assay by compound | 33 | 34 | 35 | 36 | 37 | 38 | 39 | 40
CendR NRP1 mod | -21 | -10 | -2 | -11 | -15 | 14 | 5 | -3
TbMetRS inhib | -0.7 | -0.3 | 0.1 | -0.4 | -0.5 | -0.3 | -0.6 | -0.1
LMPTP inh | -1.3 | -1.1 | -0.9 | -2.2 | -0.4 | 0.2 | 0.5 | 1.0
NadD inh | 21 | -1 | 2 | 4 | -2 | -3 | -3 | -2
SKN-1 block | -10 | 3 | 19 | 12 | 9 | 0 | 0 | 8
SUMO1-SIM PPI | 7 | 0 | -1 | -1 | -17 | -3 | -1 | 1
STEP block | -3 | -1 | 0 | 1 | 0 | -3 | -14 | 1
Scp-1 inhibitor | -2 | / | -18 | -5 | 8 | -11 | -6 | -10
Neddyl block | i | i | i | i | i | i | i | i
DNMT1 inh | -7 | -4 | -5 | -2 | 0 | 2 | 5 | -6

41. Cc1cc(SCc2ccc(Cl)c(Cl)c2)nc(=O)[nH]1
42. C=CCSc1n[nH]c(-c2ccc(OC)cc2)n1
43. CCNC(=O)NC(=O)C(C)OC(=O)C1CCN(S(=O)(=O)c2ccccc2F)CC1 (centres undefined)
44. Cc1cccc(CC(=O)NC2CCN(C)CC2)c1
45. CC[C@@H]1Cc2[nH][nH]c(=O)c2[C@H](CC(C)C)O1
46. Cc1c(C(=O)N2CCC(C(N)=O)CC2)sc(N)c1C#N
47. CC1N(O)C(C)(C)C(c2ccccc2)=[N+]1[O-] (centres undefined)
48. O=C(O)Cc1csc(NC(=O)CSc2nnnn2-c2ccc(O)cc2)n1

Assay by compound | 41 | 42 | 43 | 44 | 45 | 46 | 47 | 48
CendR NRP1 mod | 2 | -6 | 1 | 10 | -1 | 20 | 11 | -5
TbMetRS inhib | -0.4 | -0.7 | -0.8 | -2.0 | -1.0 | -0.1 | -1.6 | 0.0
LMPTP inh | -1.8 | -1.5 | -1.1 | -0.8 | -1.3 | -0.9 | -1.3 | -0.5
NadD inh | 1 | -6 | 6 | -2 | 2 | 3 | -1 | 0
SKN-1 block | -1 | 8 | -4 | 4 | -1 | 3 | -2 | -1
SUMO1-SIM PPI | 2 | -3 | 0 | 5 | 1 | -3 | 2 | 0
STEP block | 1 | 0 | 2 | -2 | / | -4 | -2 | 1
Scp-1 inhibitor | 0 | -4 | -2 | -1 | / | -10 | 1 | 9
Neddyl block | i | i | i | i | i | i | i | i
DNMT1 inh | -4 | 1 | 2 | 9 | / | -1 | 3 | 1
